SENP7 inh: blocks the human protease SENP7 | inhibition, % at 5 µM | Q9BQF6 | recombinant SENP7, Z-RLRGG-aminoluciferin luminescence, 40 min | AID 434973 | actives 1.5% (n = 330,000);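 active = inhibition above about 50% at the single test dose, limit read from the data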;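 also: plate controls were DMSO with enzyme for no effect and no enzyme buffer wells for full effect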
Target sequence (Q9BQF6 706-1050 limits assumed): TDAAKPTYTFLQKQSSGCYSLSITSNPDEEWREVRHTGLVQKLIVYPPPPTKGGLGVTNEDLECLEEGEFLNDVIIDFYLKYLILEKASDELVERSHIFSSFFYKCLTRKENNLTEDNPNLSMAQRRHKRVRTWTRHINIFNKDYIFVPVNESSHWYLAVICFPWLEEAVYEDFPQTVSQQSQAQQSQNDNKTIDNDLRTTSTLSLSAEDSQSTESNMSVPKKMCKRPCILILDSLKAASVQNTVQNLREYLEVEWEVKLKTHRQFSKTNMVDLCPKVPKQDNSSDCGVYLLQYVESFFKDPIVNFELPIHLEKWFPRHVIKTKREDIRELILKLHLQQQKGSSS
UBC13 inh: inhibitors of human UBC13 polyubiquitin chain formation. P61088. TR-FRET. inhibition, % at 20 µM. actives 0.47% (n = 330,000). AID 485273; in the data active = inhibition above about 45%, passing the limit was not always enough
PfGluPho inh: PfG6PD (Plasmodium falciparum) enzyme inhibition. AID 504690. actives 0.78% (n = 350,000). PfGluPho enzyme, NADPH resazurin-diaphorase fluorescence. inhibition, % at 20 µM;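 active = inhibition reaching at least a set limit at 20 µM in the primary screen, cut at about 59% in these data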;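 also: 0% = DMSO wells with substrate and 100% = DMSO wells lacking glucose-6-phosphate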
SENP8 block-1: inhibitors of human SENP8 protease | Q96LD8 | purified SENP8, Z-RLRGG-aminoluciferin cleavage, luminescence | inhibition, % at 10 µM | actives 1.2% (n = 330,000) | AID 2540; in the data active = inhibition above about 50%
SENP6 block: SENP6 protease inhibition. inhibition, % at 10 µM. Recombinant SENP6 catalytic domain, aminoluciferin luminescence. actives 1.8% (n = 330,000). Q9GZR1. AID 2599;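 active = inhibition above about 50% at the single tested dose, limit read from the data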;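 also: plate controls were DMSO wells with enzyme for no effect and DMSO wells lacking enzyme for full effect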
Target sequence (Q9GZR1 628-1112 limits assumed): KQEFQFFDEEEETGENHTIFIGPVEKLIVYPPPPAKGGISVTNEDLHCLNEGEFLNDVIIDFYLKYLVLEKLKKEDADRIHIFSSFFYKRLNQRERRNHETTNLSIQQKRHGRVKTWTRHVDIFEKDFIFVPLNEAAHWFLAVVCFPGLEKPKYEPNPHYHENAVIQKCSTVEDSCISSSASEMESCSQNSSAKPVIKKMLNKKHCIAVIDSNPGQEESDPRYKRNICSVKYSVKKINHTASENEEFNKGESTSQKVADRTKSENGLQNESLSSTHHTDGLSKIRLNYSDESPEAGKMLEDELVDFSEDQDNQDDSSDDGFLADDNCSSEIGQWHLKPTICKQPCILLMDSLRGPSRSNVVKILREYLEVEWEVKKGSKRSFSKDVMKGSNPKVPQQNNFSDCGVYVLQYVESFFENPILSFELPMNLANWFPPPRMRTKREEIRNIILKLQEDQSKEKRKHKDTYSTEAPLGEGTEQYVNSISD
MIN6 prolif: induces beta-cell replication in MIN6 cells. MIN6 cells proliferation, ATPlite luminescence, 48 h; cells starved in 0.2% serum; 100% = growth in 10% serum. proliferation, % at 10 µM. actives 0.29% (n = 330,000). AID 2380;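 active = compounds whose signal lies at least 3.5 SD above the mean of all wells on their plate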;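 also: 0% = DMSO-treated cells in low-serum medium and 100% = 10% serum control; some compounds called inactive have numbers as strong as hits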
HKDC1 inhibitor: HKDC1 (human) hexokinase inhibition. Q2TB90. recombinant HKDC1, G6PDH/diaphorase resazurin coupled fluorescence. inhibition, % at 20 µM. actives 0.16% (n = 340,000). AID 493160;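 active = inhibition above about 35% when tested at 20 µM, limit read from the data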;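 also: plate controls were DMSO wells with enzyme for no effect and DMSO wells lacking enzyme for full effect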
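Test system: recombinant HKDC1 (HK5) hexokinase enzyme, produced in-house; Amount: enzyme 5 µg/mL final; Buffer or medium: Tris pH 8.0 buffer with MgCl2, Tween-20, BSA, BME; Reagent: glucose and ATP substrates; Doses: 20 µM test compound, 1% DMSO; Incubation: 90 min reaction incubation at room temperature, dark; Detection: resorufin fluorescence at 613 nm.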
SENP1 inh: inhibitors of human SENP1 SUMO protease catalytic domain | Q9P0U3 | recombinant SENP1 catalytic domain, CyPet-SUMO1-YPet FRET cleavage | inhibition, % at 10 µM | actives 0.21% (n = 360,000) | AID 624204;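 active = inhibition at least 30% at 10 µM, raw YFP signal under a set limit, fluorescence ratio 0.5 to 1.5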;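 also: 0% = enzyme with DMSO and 100% = no enzyme wells; some results filed as inactive read as strong as hits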
Target sequence (Q9P0U3 419-644 limits assumed): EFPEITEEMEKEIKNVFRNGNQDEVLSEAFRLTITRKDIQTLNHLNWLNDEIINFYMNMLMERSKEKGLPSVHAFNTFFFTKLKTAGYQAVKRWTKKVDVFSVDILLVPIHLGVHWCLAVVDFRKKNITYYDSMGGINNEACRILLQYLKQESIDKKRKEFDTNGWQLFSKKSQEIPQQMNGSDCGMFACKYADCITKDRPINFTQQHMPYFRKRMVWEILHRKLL
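Test system: recombinant human SENP1 catalytic domain, His6-tagged / Medium: pH 8 Tris buffer with EDTA, NaCl, BME, BSA, NP40, catalase / Also added: SUMO1 FRET substrate flanked by Cypet and Ypet, 25 nM / Times: 50 min reaction at room temperature / Signal: FRET, CFP and YFP emission / Control set: no-enzyme low control and enzyme-plus-DMSO high control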
SENP8 block-2: SENP8 (human) protease inhibition; AID 602440; inhibition, % at 20 µM; Q96LD8; actives 0.64% (n = 360,000); recombinant SENP8, Nedd8 substrate fluorescence; in the data active = inhibition mostly above about 40%, no sharp cut-off; inactive = mostly below about 27%
Active calls of the source: *; x = not tested or not shown.

SMILES	SENP7 inh	UBC13 inh	PfGluPho inh	SENP8 block-1	SENP6 block	MIN6 prolif	HKDC1 inhibitor	SENP1 inh	SENP8 block-2
Cc1ccc(CN2CCN(Cc3c(C)nn(-c4ccc(F)cc4)c3C)CC2CCO)o1 (stereo not drawn)	7	-3	-22	-4	-12	1	-4	-4	4
C=CCOC(=O)C1=C(C)OC(N)=C(C#N)C1c1ccc(OC)c(CSc2ccccn2)c1 (stereo not drawn)	1	-6	14	-14	-9	-3	-10	-3	-1
CCCNC(=O)c1ccc(COc2ccc(CCC)cc2OC)o1	1	-4	2	-4	1	1	1	2	5
COc1ccc(C(=O)/C=C\c2ccc(NC(=O)c3cccs3)cc2)cc1	1	3	2	-9	-7	-5	5	-107	-267
O=C(NCCN1C(=O)S/C(=C\c2cccs2)C1=O)[C@H](Cc1ccccc1)N1C(=O)c2ccccc2C1=O	-8	-11	x	-6	-31	-3	x	x	x
C=CCC[C@@H](Cc1ccc(F)cc1)C(=O)OC[C@@H](Cc1c[nH]c2ccccc12)NC(=O)[C@@H](CC=C)CC(=O)N[C@H](CO)Cc1ccccc1	0	8	14	0	-13	-6	1	4	8
Cc1ccc(S(=O)(=O)N2CCCCC2)cc1NC(=O)c1cnccn1	-6	0	4	-7	-13	4	-4	0	2
CCCC(=O)NC1CCc2cc(OC)c(OC)c(OC)c2-c2ccc(OC)c(=O)cc21 (stereo not drawn)	x	x	-5	x	x	x	5	-1	19
COc1ccc(/C=C(/NC(=O)c2ccccc2)c2nc3ccc(Cl)cc3[nH]2)cc1OC	8	-7	0	-6	3	0	-2	2	-302
CC(Oc1ccccc1F)C(=O)NNC(=O)c1ccc(F)c(S(=O)(=O)N2CCOCC2)c1 (stereo not drawn)	-6	-3	5	-7	-2	1	-3	3	0
Cc1cccc(C)c1NC(=O)CNC(=O)C1CCCN(C(=O)c2ccc(Cl)cc2)C1 (stereo not drawn)	-5	9	-1	-1	-6	2	-5	0	11
Cc1cc(=O)oc2cc(OCCSc3nnc(-c4ccccc4)o3)ccc12	-5	14	-1	-3	-30	1	-6	2	-223
CCCc1nnc(NC(=O)CCC(=O)N2CCN(S(=O)(=O)c3ccc(C)cc3)CC2)s1	-1	-4	-8	-10	-2	1	-2	2	31
Cc1ccc(C)c(-n2nnnc2SCC(=O)NNC(=O)c2ccco2)c1	1	5	-16	5	-4	-2	-9	3	1
COc1ccc(N(C(=O)COc2ccc(C)cc2)S(=O)(=O)c2ccc(C)cc2)cc1	-3	5	2	-1	-2	3	1	1	25
COC(=O)C1CCN(C(=O)COC(=O)/C=C/c2ccc(O)c(OC)c2)CC1	0	8	6	10	6	-2	0	-17	-280
CCCN1CCN(C(=O)C2CCN(c3ncnc4c3nc3n4CCCCC3)CC2)CC1	11	77*	-11	-9	-6	-2	-2	1	12
Cc1ccc(C(=O)c2coc3c2C(=O)C(=O)c2ccccc2-3)cc1	-2	-31	110*	3	23	-5	57*	3	56*
Cc1cc(C(=O)NC(=S)Nc2cccc(NC(=O)C(C)C)c2)ccc1[N+](=O)[O-]	77*	2	-2	56*	71*	-6	-12	1	16
CCCCCCCNC(=O)C1(CC2CC(c3ccccc3)=NO2)CCNCC1 (stereo not drawn)	-1	29	22	-7	3	-6	-2	1	22
COCC(C)N=CC1=C(O)CC(C)(C)CC1=O (stereo not drawn)	-3	0	-20	5	0	-2	3	-2	2
COc1ccccc1CC(=O)Nc1ccc(S(=O)(=O)N2CCN(C)CC2)cc1	-11	0	0	-9	14	-3	-5	0	4
COc1ccc2ncc(OC(C)=O)cc2c1	x	x	-8	x	x	x	-7	2	-82
CCc1nn(CCCC(=O)NCc2ccc(OC(C)C)cc2)c(=O)c2cc3occc3n12	-5	6	0	9	20	-3	-4	-5	10
CC(C)Nc1nc(-c2cccnc2)nc(-c2ccccc2)c1C#N	3	17	-4	4	-8	1	-2	-1	-252

(listing goes on)
SMILES	SENP7 inh	UBC13 inh	PfGluPho inh	SENP8 block-1	SENP6 block	MIN6 prolif	HKDC1 inhibitor	SENP1 inh	SENP8 block-2
COc1ccc(/C=N/NC(=O)c2cccc(NC(=O)c3ccccc3Cl)c2)c(OC)c1	-2	0	-15	1	11	1	-3	-3	-148
Cc1ccc(C(=O)C2=C(O)C(=O)N(c3ncccn3)C2c2ccc(F)cc2)o1 (stereo not drawn)	3	-3	-3	-1	-13	2	0	-6	-19
COc1ccc(-c2c(NC(=O)CC(C)C)n(C)c3ccccc3c2=O)cc1OC	-4	4	1	-1	-7	-4	-5	3	0
O=C(COC(=O)c1cccs1)Nc1ccccc1C(F)(F)F	3	-3	4	-2	9	-2	-8	2	12
CCCCNC(=O)Cn1cnc2sc(C)c(S(=O)(=O)N3CCN(c4ncccn4)CC3)c2c1=O	-3	5	0	-1	-4	0	-4	-12	-37
CNC(=O)c1c2c(nc3ccc(Br)cc13)CCCC2	-8	36	-24	5	6	-2	-4	-2	21
O=C(c1ccccc1)N1CCn2c1nc1ccccc12	-4	-3	8	-4	-8	2	-9	-2	7
O=c1cc(CN2CCN(Cc3ccccc3)CC2)c2cc(Cl)ccc2o1	x	x	1	x	x	x	-3	-1	14
O=[N+]([O-])c1cccc(S(=O)(=O)c2ccc(NCCOCCO)c([N+](=O)[O-])c2)c1	-3	-1	-13	-2	-6	1	1	4	17
Cc1ccc(NC(=O)CN2C(=O)N/C(=C\c3cccnc3)C2=O)cc1	-6	-18	-1	-6	4	-2	0	-3	-6
COc1ccc(N(CC(=O)Nc2ccccc2F)S(=O)(=O)c2ccc(C)c([N+](=O)[O-])c2)cc1	3	2	16	7	11	-2	2	2	15
COc1ccccc1CNC(=S)Nc1ccc2nc(N3CCN(C)CC3)cc(C)c2c1	-7	26	9	2	-2	-7	-3	-5	-278
C=CCn1c(=O)c(C(=O)Nc2ccc(C)cn2)c(O)c2ccccc21	-3	55*	2	3	-29	-1	-6	0	-113
CCC1=C(OC(=O)N(CC)CC)N2C(=O)OC(=NCCc3c[nH]c4ccccc34)[C@]2(Cc2ccccc2)[C@H]2C1=CC[C@H]1C(=O)N(CC(=O)OC)C(=O)[C@H]12	-9	2	25	-1	1	-8	2	1	7
CCC(C)(C)NC(=O)C(c1ccc(OC)cc1)N(C(=O)CCC(=O)Nc1cc(C)on1)c1ccc(F)cc1 (stereo not drawn)	1	3	9	-2	-8	-1	-1	-6	11
CCOC(=O)C1(Cc2cccc(OC)c2)CCCN(Cc2ccc(NC(C)=O)cc2)C1 (stereo not drawn)	1	4	-14	-2	5	1	10	-3	16
CC(C)c1nnc(NC(=O)COc2ccccc2[N+](=O)[O-])s1	-2	5	0	3	13	-2	-1	2	5
COCCN(CC(=O)Nc1cccc(C)c1C)C(=O)c1oc2ccccc2c1C	6	4	39	7	5	-1	-6	0	7
CN(C)CCCN(C(=O)CCc1ccccc1)c1nc2ccc(Br)cc2s1	-9	18	7	-7	-21	-6	-1	2	32
CCCCn1nnnc1NCc1ccc(N2CCCC2)cc1	5	-3	12	-1	2	2	-6	-7	-14
CCO[C@H]1OC(C(=O)N2CCN(Cc3ccc4c(c3)OCO4)CC2)=C[C@@H](c2ccccc2)[C@@H]1CCCO	1	12	-5	10	5	-3	-4	1	11
COc1ccc(C)cc1NC(=O)CSc1nnc(-c2ccc(OC)c(OC)c2)n1N	6	6	5	-5	0	4	6	2	28
O=C(Cc1ccccc1)Nc1cccc(S(=O)(=O)N2CCCCCC2)c1	-2	-26	12	-10	-3	-1	-4	1	17
Cc1[nH]c2ccccc2c1/C=C/c1nc2ccccc2c(=O)n1CCO	7	5	25	6	3	-4	-8	-27	-242
O=C(OCC(=O)N1CCN(c2cccc(Cl)c2)CC1)c1ccco1	1	3	-5	-14	-4	1	2	4	16

HKDC1 inhibitor, what is marked active above
Structure,SENP7 inh,UBC13 inh,PfGluPho inh,SENP6 block,HKDC1 inhibitor,SENP1 inh
Cc1ccc(C(=O)c2coc3c2C(=O)C(=O)c2ccccc2-3)cc1,-2,-31,110*,23,57*,3

Among those listed so far, 2 have a cyano group:
SMILES	SENP7 inh	UBC13 inh	PfGluPho inh	SENP8 block-1	SENP6 block	MIN6 prolif	HKDC1 inhibitor	SENP1 inh	SENP8 block-2
C=CCOC(=O)C1=C(C)OC(N)=C(C#N)C1c1ccc(OC)c(CSc2ccccn2)c1 (stereo not drawn)	1	-6	14	-14	-9	-3	-10	-3	-1
CC(C)Nc1nc(-c2cccnc2)nc(-c2ccccc2)c1C#N	3	17	-4	4	-8	1	-2	-1	-252

New compounds follow
SMILES	SENP7 inh	UBC13 inh	PfGluPho inh	SENP8 block-1	SENP6 block	MIN6 prolif	HKDC1 inhibitor	SENP1 inh	SENP8 block-2
O=[N+]([O-])c1cc(/C=N\O)ccc1Oc1ccc(F)cc1	-3	-22	6	-13	5	-2	-5	1	0
CCc1nnc(SCc2ccc(OC)c(Br)c2)n1N	-4	4	-5	16	14	0	3	0	14
CSc1cccc(NC(=O)C2CCCN(S(=O)(=O)c3cccs3)C2)c1 (stereo not drawn)	2	11	34	6	-8	0	4	2	4
Cc1cc(Nc2cccc(F)c2)nc(NCc2ccccc2)n1	-5	38	46	-11	-12	-6	-2	-12	-36
CS(=O)(=O)N1CCc2ccccc2C1	7	4	-9	3	-12	-2	-6	1	30
COc1cc(/C=C2\SC(=O)NC2=O)ccc1OCC(=O)N1CCOCC1	3	-17	17	-22	-11	2	-7	-2	-47
CC(C)c1ccc(NC(=O)NC2CCCCC2)cc1	-14	-7	12	-13	1	-3	-9	2	8
CSc1ccccc1OCc1cc(C(=O)N2CCN(c3ncccn3)CC2)no1	7	10	1	-2	11	-2	9	-3	-54
COc1ccc(CNCc2ccc3c(c2)OCO3)c(OC)c1OC	2	1	6	-3	5	-3	-4	-5	33
Cc1ccc(C(=O)NCC(=O)OCC(=O)c2c(N)n(C)c(=O)n(C)c2=O)s1	7	8	-2	-4	-1	-3	-5	-5	9
COc1ccc(N2C(=O)C(=O)/C(=C(/O)c3ccc(C)cc3)C2c2cccnc2)cc1 (stereo not drawn)	-9	9	-7	-9	4	-1	-11	24	-34
CON(C)C(=O)c1ccccc1N(C)C(=O)OC(C)(C)C	8	10	2	2	22	0	-5	-1	12
NS(=O)(=O)c1cccc(NC(=O)COC(=O)Cc2ccc(Cl)cc2)c1	-1	2	11	7	13	1	-5	2	8
COc1ccc(/C=C/C(=O)OCC(=O)c2c(N)n(C)c(=O)n(C)c2=O)cc1	8	-5	-16	-3	-8	-2	1	-1	3
CN(Cc1nccn1C)C(=O)C1CCC(=O)N(CCc2ccc(Cl)cc2)C1 (stereo not drawn)	1	0	-2	1	0	1	-4	-1	3
CSCC[C@H](NC(=O)Cc1ccc(Cl)cc1)C(=O)N1CCC2(CC1)NCCc1[nH]cnc12	-5	3	1	-6	-12	2	-6	1	14
Cc1ccc(S(=O)(=O)CC2CSc3nnc(C)c(=O)n32)cc1 (stereo not drawn)	1	4	-1	2	-8	-1	0	0	20
Cc1ccc(NC(=O)c2c(-c3ccccc3)noc2C)nc1	-11	2	23	-3	0	0	-4	0	7
O=C(c1ccc(Cl)nc1)N1CCc2ccccc2C1	-6	5	-13	1	-10	2	-7	-3	10
CCCN(CC1CC1)C(=S)NC(=O)c1ccccc1Br	3	14	5	13	6	0	-2	2	11
O=C(CNC(=O)c1ccc(Cl)cc1)OCN1C(=O)c2ccccc2C1=O	4	9	-5	0	0	0	-8	4	21
CCC[C@@H](CN1CCC[C@H]1CN1C(N)=NC[C@H]1C(C)C)N1C[C@@H](Cc2ccccc2)N(CCCC2CCCC2)C1=N	-11	65*	14	4	-16	-1	0	2	13

Bioassay records from PubChem BioAssay.
